PAX8 inh HTS = PAX8 transcriptional activity inhibition; AID 652154; RMG-I TPO-luciferase reporter, SteadyGlo, 24 h; 360,000 tested, 1.2% active; inhibition, % at 12.6 µM;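 active = mean replicate inhibition at least 60% with every replicate also reaching 60%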;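 note: luciferase light reporting Pax8 driven TPO promoter activity; plate controls were median of neutral control wells for no effect and mitoxantrone controls for full effect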
Cneo AK release = causes C. neoformans cell lysis; 360,000 tested, 0.2% active; AID 651654; adenylate kinase release luminescence, 4 h; normalised: neutral wells 0, clomiphene wells 100; lysis activity, % at 15 µM;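 active = mean lysis activity across replicates of at least 80%, whatever share of replicates individually reach that level; inactive = mean lysis activity below 80%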
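Test system: log-phase Cryptococcus neoformans yeast cells. Input: 5 × 10^6 yeast cells/mL. Medium: fresh YPD growth medium. Doses: single dose. Incubation: static 4 h at 37 °C with compound, 1 h detection. Measured by: luminescent adenylate kinase detection reagent. Read-out: signal increase indicating cell lysis. Benchmarks: Clomiphene.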
LGR2 inh = Drosophila LGR2 receptor signaling inhibition | HEK293 LGR2, CRE-luciferase, bursicon-stimulated, 4 h | inhibition, % at 9.99 µM | 380,000 tested, 0.35% active | AID 720647;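 active = drop in luminescence signal, shown as inhibition above about 50% in the replicate tests, limit read from the data, passing the limit was not always enough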;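 note: agonist challenge used bursicon conditioned medium at about half maximal strength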
PglD inh = PglD (C. jejuni) enzyme inhibition. purified PglD enzyme, DTNB colorimetric CoA detection. inhibition, % at 12.5 µM. 360,000 tested, 0.098% active. AID 602405; in the data active = inhibition above about 16%, passing the limit was not always enough; note: strong numbers were not always called active
PGC1a acetyl inh = modulators of PGC1a acetylation | AID 651687 | U2OS PGC1a acetylation, AlphaScreen anti-acetyl-lysine; with virally co-expressed GCN5 acetyltransferase | 350,000 tested, 0.17% active | inhibition, % at 15.6 µM;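 active = every replicate shows inhibition of at least 40%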;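 note: 0% = neutral control wells and 100% = positive control wells; some results beyond the cut were filed as inactive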
C2C12 statin = suppressors of simvastatin-induced myotoxicity in C2C12 myotubes. 330,000 tested, 0.78% active. AID 602340. ATP luminescence, 48 h; scaled: DMSO 0, geranylgeraniol control 100. rescue of ATP level, % at 7.49 µM;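 active = mean ATP rescue above about 67%, or every replicate alone reaching that limit, limit read from the data, passing the limit was not always enough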;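 note: myotubes were challenged with 10 µM simvastatin during compound exposure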
GSIS activator = GLuc luminescence reporter in INS-1E cells, primary screen for activators of glucose-dependent secretion of insulin. INS-1E GLuc reporter insulin secretion, 2-3 h. activation, % at 16.6 µM. 370,000 tested, 0.61% active;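 active = lowest replicate activation of at least 40%, so every replicate reaches that level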;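 note: 0% = median of neutral control wells and 100% = median of IBMX positive control wells; some compounds called inactive have numbers as strong as hits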
ARNT-TACC3 inh = ARNT/TACC3 interaction disruption | inhibition, % at 9.99 µM | AID 623870 | Q9Y6A5 | AlphaScreen His-ARNT PAS-B/GST-TACC3 binding, luminescence; TACC3 fragment carries E629A point mutation | 390,000 tested, 0.66% active;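 active = mean inhibition of replicates at least 50% and at least half of replicates each reaching 50%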;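 note: 0% = complete ARNT plus TACC3 wells and 100% = ARNT alone without TACC3; many hits fall short of the cut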
* marks the source's active call; other numbers are inactive results; / = not tested or not shown; & = joins results of further samples.

SMILES	PAX8 inh HTS	Cneo AK release	LGR2 inh	PglD inh	PGC1a acetyl inh	C2C12 statin	GSIS activator	ARNT-TACC3 inh
Cc1cc(C)cc(NC(=O)CN2CCN(c3ncccn3)CC2)c1	/	-3	9	-2	1	8	-4	-3
O=C(C[C@@H]1C[C@@H]2c3cc(NC(=O)Cc4ccncc4)ccc3O[C@@H]2[C@H](CO)O1)NCCc1ccccc1	-2	-2	-10	-2	-2	-3	14	3
CC(=O)c1nnn(-c2ccc([N+](=O)[O-])cc2C)c1C	-5	/	12	/	12	/	5	-2
Cc1noc(NS(=O)(=O)c2ccc(NC(=O)C34CC5CC(C3)CC(n3cnc(Cl)n3)(C5)C4)cc2)c1C	17	/	17	/	/	/	-7	-1
Cc1nc2c(C)cccn2c(=O)c1NC(=O)COc1ccccc1	-9	-1	-15	-4	1	2	6	3
CC(=O)N1CCN(S(=O)(=O)c2c(C)n(C)c(=O)n(C)c2=O)CC1	-14	2	-2	0	/	-6	5	-2
NC1=NC2(CCCCC2)N(c2cccc(Cl)c2)C(N)=N1	8	1	/	7	0	7	/	-1
O=C(CC[C@H]1O[C@@H](n2ccc(=O)[nH]c2=O)[C@H](O)[C@@H]1O)NCC1CCCO1 (stereo partly specified)	-7	1	/	6	-2	1	/	/
CC(CCN1CCN=C1Nc1ccccc1)c1ccccc1 (stereo unspecified)	-4	-2	11	-4	-1	-18	2	-2
C[C@@H]1CN([C@@H](C)CO)C(=O)c2cc(NC(=O)NC3CCCCC3)ccc2O[C@H]1CN(C)S(C)(=O)=O	-2	51	11	4	9	7	4	-10
COc1ccccc1C(=O)COC(=O)/C=C/c1ccccc1	-60	-3	-17	-1	1	/	-10	6
CC(C(=O)Nc1ccccn1)N1C(=O)c2ccccc2S1(=O)=O (stereo unspecified)	/	-1	5	0	-1	-5	14	-12
Cn1nc(-c2ccc(S(N)(=O)=O)s2)cc1C(F)(F)F	9	/	0	/	/	18	-16	0
CCc1ccc(OCC(=O)OCC(=O)NCCNC(=O)COC(=O)COc2ccc(CC)cc2)cc1	-5	5	8	1	4	4	2	-10
COC(=O)c1ccc(COc2cc(C)ccc2C)o1	-89	-1	-69	-4	-5	6	12	7
C[C@@H]1C[C@H]2[C@@H]3C[C@H](F)C4=CC(=O)C=C[C@]4(C)[C@@]3(Cl)[C@@H](O)C[C@]2(C)[C@H]1C(=O)COC(=O)C(C)(C)C	10	2	22	-4	-8	1	8	-8
COc1cccc(S(=O)(=O)N[C@H]2CC[C@H](CC(=O)NCc3ccncc3)O[C@H]2CO)c1	-7	-1	-3	3	4	-2	8	2
Cc1[nH]c(=O)[nH]c(=O)c1S(=O)(=O)N1CCC(C(=O)NC(C)c2ccccc2)CC1 (stereo unspecified)	-1	2	-10	1	/	-6	6	-8
C/C(=N/O)c1ccccn1	/	0	1	3	-7	0	8	-3
C=C(C)Cn1c(CCNC(=O)C(C)(C)C)nc2ccccc21	-12	1	/	/	21	5	/	-18

Some entries already given, showing only ARNT-TACC3 inh, PGC1a acetyl inh and LGR2 inh:
| Molecule | ARNT-TACC3 inh | PGC1a acetyl inh | LGR2 inh |
| --- | --- | --- | --- |
| Cn1nc(-c2ccc(S(N)(=O)=O)s2)cc1C(F)(F)F | 0 | / | 0 |
| CCc1ccc(OCC(=O)OCC(=O)NCCNC(=O)COC(=O)COc2ccc(CC)cc2)cc1 | -10 | 4 | 8 |
| COC(=O)c1ccc(COc2cc(C)ccc2C)o1 | 7 | -5 | -69 |
| C[C@@H]1C[C@H]2[C@@H]3C[C@H](F)C4=CC(=O)C=C[C@]4(C)[C@@]3(Cl)[C@@H](O)C[C@]2(C)[C@H]1C(=O)COC(=O)C(C)(C)C | -8 | -8 | 22 |

(more compounds)
SMILES	PAX8 inh HTS	Cneo AK release	LGR2 inh	PglD inh	PGC1a acetyl inh	C2C12 statin	GSIS activator	ARNT-TACC3 inh
Oc1ccccc1N=Cc1c(O)ccc2oc3c(c12)CCCC3	29	-1	-1	-3	14	19	-13	7
CC(C)CCC(C(=O)O)C(C)CC(=O)NNC(=O)c1ccco1 (stereo unspecified)	-6&2	3&-1	-19&9	0&-7	-4&-2	4&-5	2&-10	-10&-2
CCCCNC(=O)c1c(O)c2cccc3c2n(c1=O)CCC3	/	0	/	-4	7	-12	/	/
O=C(O)Cn1c(SCc2cccc3ccccc23)nc2ccccc21	-11	0	/	2	-4	5	/	-6
C[C@@H]1CN([C@H](C)CO)C(=O)c2cc(NS(=O)(=O)c3ccccc3)ccc2O[C@@H](C)CCCCO[C@H]1CN(C)Cc1ccc(C(=O)O)cc1	-11	1	-5	-2	2	3	8	-8
CC1CN(C(=O)c2cccc(COc3ccc(Br)cc3)c2)CC(C)O1 (stereo unspecified)	-117	/	-86	/	/	/	-53	-6
C[C@@H]1CN([C@@H](C)CO)C(=O)c2cc(NC(=O)CCC(F)(F)F)ccc2O[C@H]1CN(C)Cc1ccc(-c2ccccc2)cc1	/	5	-8	1	-10	41	-24	-2
Cc1cc(NC(=O)CCC(=O)N(CC(=O)NC2CCCC2)c2ccc(Cl)c(Cl)c2)no1	-2	0	4	-3	/	-1	22	1
O=S(=O)(c1ccccc1)N1CCN(C(=S)NCCc2ccccc2)CC1	11	0	-6	-3	-9	/	-16	1
NS(=O)(=O)c1ccc(NC(=O)CSc2ncn[nH]2)cc1	0	/	-8	/	2	/	-4	-4
CN(C)C(CNC(=O)c1cc(Br)ccc1Cl)c1ccco1 (stereo unspecified)	-11	0	9	2	5	4	15	-1
CC(=O)N(C)C[C@@H]1Oc2ncc(-c3ccccc3F)cc2C(=O)N([C@@H](C)CO)C[C@@H]1C	/	2	27	3	5	1	18	-7
CC(C)NC(=O)Nc1ccc2c(c1)CC(=O)N([C@H](C)CO)C[C@@H](C)[C@@H](CN(C)Cc1ccc(C(=O)Nc3ccccc3N)cc1)O2	3	/	-17	/	-1	/	7	/
O=C(Nc1ccccc1C(=O)N1CCOCC1)c1ccc(CSc2ccccc2)cc1	-7	/	-9	/	/	/	-36	6
O=C(NCCCO)c1cc2ccccc2[nH]1	11	/	7	/	-8	/	12	-4
CN(C)CCCNCC(=O)c1c(-c2ccccc2)n(C)c2ccccc12	1	-3	13	-13	-8	-2	13	4
O=C(CSc1n[nH]c(=O)n1Cc1ccccc1)Nc1ccc(F)c(F)c1F	39	0	-3	2	/	-2	42	-3
CCCC#Cc1ccc2c(c1)O[C@@H](CN(C)C(=O)c1ccccn1)[C@H](C)CN([C@H](C)CO)S2(=O)=O	/	-1	8	0	-25	-5	-6	/
Cc1cccc(OCC(=O)N2CCc3ccccc3C2)c1C	-30	-1	7	0	-2	-3	7	/
N#C/C(=C\c1ccc(O)c(O)c1)C(=O)c1ccc(O)c(O)c1	-5	5	-1	-8	-3	9	/	16
COc1ccc(C2=NOC(C(=O)Nc3cccnc3)C2)cc1OC (stereo unspecified)	-2	-1	-5	-3	-2	10	75*	2
CCOC(=O)C1=CN(Cc2ccco2)S(=O)(=O)N(C)C1c1cccc(OC)c1 (stereo unspecified)	-5	1	1	-3	-5	3	-35	-3
COc1ccc(CCNC(=O)CSC2=NS(=O)(=O)c3cc(F)ccc3N2)cc1OC	-11	-1	-2	0	-9	-12	/	/
C/C=C(\C)C(=O)Nc1cccc(C2=NOC3(C2)C[C@@H](C(N)=O)N(C(=O)c2cc([N+](=O)[O-])cc([N+](=O)[O-])c2C)C3)c1 (stereo partly specified)	13	-1	2	-11	-8	-2	-7	-7
Cc1noc(NS(=O)(=O)c2ccc(NC(=O)C34CCC(CC3)C4)cc2)c1C	/	-2	/	-1	0	1	/	-3
COc1ccc(NC(=O)Nc2ccc3c(c2)C(=O)N([C@H](C)CO)C[C@H](C)[C@@H](CN(C)C(=O)Nc2ccc(OC)cc2)OCCCC[C@H](C)O3)cc1	-9	0	0	9	-22	/	-3	/
COc1ccc(NC(=O)C2CC2)cc1-n1cnnn1	-14	5	/	2	10	8	/	-8
COc1ccc(S(=O)(=O)N(C)C[C@H]2OCc3ccccc3-c3c(n(C)c4ccccc34)C(=O)N([C@@H](C)CO)C[C@H]2C)cc1	/	-5	6	2	-14	25	1	6
COc1ccc(NC(=O)Nc2ccc3c(c2)C(=O)N([C@H](C)CO)C[C@@H](C)[C@H](CN(C)S(C)(=O)=O)OCCCC[C@H](C)O3)cc1	-22	-1	-4	0	-6	/	-13	9
CCN1CCCc2cc(CN(CCN3CCOCC3)C(=S)Nc3ccc(OC)cc3)ccc21	7	/	-14	/	-6	-2	-2	-1
CCn1c(-c2cccnc2Cl)nc2ccccc21	/	1	/	1	0	1	/	-5
CCOc1ccccc1CN1C(=O)NC(C)(c2ccccc2)C1=O (stereo unspecified)	3	1	/	4	-9	0	/	-2
CC1CC(C)CN(c2ccc([N+](=O)[O-])nc2)C1 (stereo unspecified)	2	/	-7	/	8	/	-2	-11
CCOc1ccc(OCCC(=O)OCC(=O)Nc2cc(OCC)c(N3CCOCC3)cc2OCC)cc1	/	1	-1	3	-1	16	-23	-5
C/C=C/c1ccc([C@H]2[C@H]3CN(S(=O)(=O)c4ccc(OC)cc4)CCCCN3[C@H]2CO)cc1	10	3	6	-3	-17	32	2	7
CC(O)c1nc2ccccc2n1Cc1ccc([N+](=O)[O-])cc1 (stereo unspecified)	-12	1	-16	6	-10	24	2	2
C[C@H](CO)N1C[C@H](C)[C@@H](CN(C)Cc2ccc(C(F)(F)F)cc2)Oc2ccc(N(C)C)cc2CC1=O	44	3	0	0	-13	19	-36	15
CCN(c1ccc(OC)cc1)S(=O)(=O)c1ccc(-c2cc(C)no2)s1	24	0	8	-3	-24	-13	-27	-4
C[C@@H](NC(=O)[C@@H]1[C@@H](CO)[C@@H]2Cn3c(cccc3=O)[C@@H]2N1CC1CCCC1)c1ccccc1	/	-3	10	4	/	-3	17	/
CCN(CC)c1ccc(NC(=O)COC(=O)c2ccc3ccccc3n2)cc1	-4	-2	/	2	5	-2	-22	3
CCC(=O)N1C[C@@H](O)COC[C@@H]2O[C@@H](CC(=O)NCc3ccc(Oc4ccccc4)cc3)CC[C@H]21	5	0	5	1	11	24	8	0
C[C@H](CO)N1C[C@H](C)[C@H](CN(C)C(=O)NC2CCCCC2)Oc2c(NC(=O)Nc3ccc(C(F)(F)F)cc3)cccc2C1=O	8	-3	11	0	12	-6	-7	1
CC(C)NC(=O)Nc1ccc2c(c1)C(=O)N([C@H](C)CO)C[C@H](C)[C@@H](CN(C)Cc1ccc(C(F)(F)F)cc1)OCCCC[C@H](C)O2	12&17	4&-1	3	0&1	-5&5	-13	-6&-11	6
COC(=O)c1cncn1Cc1ccccc1	-14	1	-20	-3	7	4	15	-2
CC(C)NC(=O)CSc1nccc(-c2cccs2)n1	-20	/	-5	/	-2	-5	2	5
O=C(CNC(=O)c1cccs1)c1ccc(F)cc1	/	-5	-44	2	-3	4	5	-7
COc1cc(NC(=O)c2ccccc2)c(OC)cc1NC(=O)CN1CCOCC1	/	8	/	0	/	-9	/	14
CO[C@H]1CN(C)C(=O)c2cc(NC(=O)NC3CCCCC3)ccc2OC[C@H](C)NC[C@H]1C	6	-1	8	1	/	-13	11	-10
CCN(CC)C(=O)c1nc(-c2cccc3ccccc23)no1	-120	-18	-63	1	3	-1	/	/
Cn1c(=O)c2c(ncn2Cc2ccc(Cl)cc2)n(C)c1=O	6	/	19	/	2	-11	29	-13
COc1ccc(CN2CCN(C3CCC3)CC2CCO)c(F)c1 (stereo unspecified)	6	2	12	3	11	-2	9	-3
CO[C@@H](CN(C)S(=O)(=O)c1ccc(C)cc1)[C@@H](C)CN(Cc1ccccc1Cl)[C@@H](C)CO	/	8	-23	-5	-14	-12	7	3

High-throughput results: PubChem BioAssay, Broad Institute
